Screening results: PubChem, National Center for Advancing Translational Sciences (NCATS)
Pf growth 96h – P. falciparum growth inhibition at 96 hour, primary screen for plastid delayed-death inhibitors; P. falciparum luciferase reporter growth, 96 h; Potency, µM (doses to about 28.7 µM), inactives show at the top dose activity change, negative = inhibition, usual class: inhibitors; hit rate 6.9% among 320,000; AID 504834; note: potency is the fitted concentration of half-maximal effect; % is set by controls: 0 for no effect and ±100 for the full control effect
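Two-generation exposure (96 h) targets delayed-death phenotype. Reporter parasites carrying integrated firefly luciferase, in red cells at 2% hematocrit and 0.05% parasitemia final, kept at 37 C, 5% CO2; luminescence loss indicates inhibition.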
Cycloheximide cs – affects cycloheximide protein synthesis inhibition readout, counter-screen; hit rate 12% among 300,000; AID 2314; cell reporter, cycloheximide protein synthesis inhibition counterscreen; max response, %; in the data active = max response mostly above about 13%, no sharp cut-off; inactive = mostly below about 14%; note: read at 38.3 µM for the half of the compounds with a filed dose; 0% is about no effect
Pf growth 48h – P. falciparum growth inhibition at 48 hours (one generation); P. falciparum luciferase growth in erythrocytes, 48 h; hit rate 5.9% among 310,000; AID 504832; Potency, µM (series often up to 28.7 µM), for the others: at the highest dose activity change, negative = inhibition, actives largely listed as inhibitors; note: potency is the fitted concentration of half-maximal effect; % is set by controls: 0 for no effect and ±100 for the full control effect
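Erythrocytes infected with P. falciparum carrying an integrated firefly luciferase reporter (2% hematocrit, 0.1% parasitemia final) were exposed to compounds in RPMI 1640 with 0.5% Albumax at 37 C, 5% CO2. Growth inhibition was scored as reduced luminescence.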
LmPK inhibitor – inhibitors of Leishmania mexicana pyruvate kinase | hit rate 0.37% among 290,000 | purified LmPK, Kinase-Glo ATP luminescence, 1 h | Q27686 | Potency, µM (top dose mostly 57.5 µM), inactives show top-dose activity change, negative = inhibition, actives largely listed as inhibitors; note: potency is the fitted concentration of half-maximal effect; % is set by controls: 0 for no effect and ±100 for the full control effect
Target sequence (Q27686 whole entry, looked up): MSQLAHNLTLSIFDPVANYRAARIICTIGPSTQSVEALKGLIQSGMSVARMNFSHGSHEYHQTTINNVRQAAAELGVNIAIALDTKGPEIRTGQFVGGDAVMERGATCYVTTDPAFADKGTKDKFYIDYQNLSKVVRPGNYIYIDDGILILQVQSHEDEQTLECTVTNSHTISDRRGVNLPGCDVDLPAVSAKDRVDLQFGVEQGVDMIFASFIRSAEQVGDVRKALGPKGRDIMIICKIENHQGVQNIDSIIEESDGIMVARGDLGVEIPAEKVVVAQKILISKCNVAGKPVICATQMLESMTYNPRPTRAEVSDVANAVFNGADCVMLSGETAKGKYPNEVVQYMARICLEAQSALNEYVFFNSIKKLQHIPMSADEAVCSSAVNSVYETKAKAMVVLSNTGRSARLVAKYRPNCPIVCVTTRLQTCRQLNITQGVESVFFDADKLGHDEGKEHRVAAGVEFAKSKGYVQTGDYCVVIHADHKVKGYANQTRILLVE
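qHTS format; LmPK 0.1 nM; substrates PEP 0.5 mM and ADP 0.1 mM. One-hour room-temperature incubation, then coupled luciferase luminescence; 0.5 nM enzyme wells mark activation.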
Shiga toxin inh – Shiga toxin inhibition; hit rate 9.2% among 290,000; Vero cells, Shiga toxin protein synthesis inhibition reporter; inhibition, % at 38.7 µM; in the data active = inhibition mostly above about 28%, no sharp cut-off; inactive = mostly below about 43%; note: 0% is about no effect
TbPYK inhibitor – T. brucei pyruvate kinase inhibition; Q57TT1; TbPYK enzyme, Kinase-Glo Plus ATP luminescence, 45 min; Potency, µM (top dose mostly 76.8 µM), for inactives: at the top dose activity, negative = inhibition, most hits filed as inhibitors; hit rate 0.12% among 410,000; AID 624173; note: potency is the fitted concentration of half-maximal effect; % is set by controls: 0 for no effect and ±100 for the full control effect; nearly all actives have a fitted effect of over 50% in size
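Readout: single end-point luminescence (Kinase-Glo Plus, 10 min). Reaction conditions were TbPYK/substrate plus 130 uM ADP, 45 min at RT, pH 7.2 TEA buffer. No-enzyme wells served as controls, and data were normalized before concentration-response fitting.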
AMA1-RON2 inh – disrupts binding of P. falciparum AMA1 to RON2 | AlphaScreen AMA1-biotinylated RON2 peptide binding | Potency, µM (highest dose often 58.2 µM), inactives show top-dose activity change, negative = inhibition, hits mostly inhibitors | hit rate 0.2% among 360,000 | AID 720542;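 note: potency is the fitted concentration of half-maximal effect; 0% = vehicle wells and -100% = peptide control; nearly all actives have a fitted effect of over 45% in size; some results filed as inactive show a strong effect at the top dose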
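AMA1 (3D7) with his tag at 25 nM final met compounds first, then biotinylated RON2 peptide at 25 nM; detection used donor plus acceptor beads, 10 µg/mL apiece, read by AlphaScreen after 30 min at room temperature.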
* marks the source's active call; other numbers are inactive results; u = inconclusive; x = no result given; [ ] = dose if it differs, or a comment. Unless noted, calls come from the whole dose curve; as a rule, active = well fitted curve in the direction sought with a large enough effect; inconclusive = small, poorly fitted or top-dose-only effect, or another doubt; inactive = no such curve, though single readings can be large; an effect the other way counts as inactive or inconclusive.

SMILES	Pf growth 96h	Cycloheximide cs	Pf growth 48h	LmPK inhibitor	Shiga toxin inh	TbPYK inhibitor	AMA1-RON2 inh
O=C(CC1C(=O)NCCN1Cc1cccc(F)c1)NC1CCC1 (configuration not stated)	u	-2	3%	0%	-8	-1%	12%
CN(C)S(=O)(=O)c1ccc(NC(=O)/C=C/c2ccccc2Cl)cc1	u	1	u	-1%	2	-20%	-26%
O=C(c1cc2ccccc2o1)N1CCN(S(=O)(=O)c2c(F)cccc2F)CC1	u	x	u	x	x	0%	-2%
CCCCCCNCC(=O)N1CCC(Cc2ccccc2)CC1	u	-3	-17%	-6%	-3	6%	5%
O=C(CSc1nccn1Cc1ccc(F)cc1)Nc1ccc(F)cc1F	40%[activator]	7	-6%	-6%	-12	0%	-26%
Cc1ccc(C)c(S(=O)(=O)Nc2ccccc2C(=O)Nc2ccccc2N2CCOCC2)c1	x	-3	u	4%	-12	1%	-8%
CCc1ccc(NC(=S)N(Cc2ccc(Cl)cc2)Cc2ccc(C(=O)O)cc2)cc1	19%	-1	-7%	0%	13	-2%	-1%
COc1ccccc1NC(=S)NNC(=O)c1cc(C)nn1C	u	-3	x	-5%	-12	0%	122%[activator]
CCNC(=S)N=Nc1c(O)[nH]c2ccc(C(C)C)cc12	u	-4	u	5%	0	0%	22%
CCC(=O)NCc1csc(-c2cccs2)n1	74%[activator]	24*	38%[activator]	-9%	28	5%	1%
O=S(=O)(c1ccc(F)cc1)N1CCN(c2nc(-c3ccc(F)cc3)cs2)CC1	u	7	u	-2%	-8	-14%	2%
COc1ccc(-c2cc(C(F)(F)F)nc(SCC(=O)NCc3cccs3)n2)cc1	u	7	12µM*	-1%	9	4%	4%
COc1ccc(Cn2nnnc2C(c2cccs2)N2CCN(c3ccccc3)CC2)cc1 (configuration not stated)	6%[5.75 µM]	6	-22%	7%	53	10%	1%
O=C(CC(=O)N/N=C\c1ccccc1[N+](=O)[O-])NCCc1ccccc1	20%	-1	-3%	0%	-6	1%	38%[activator]
COc1cc(S(=O)(=O)N2CCCCC2)ccc1NC(=O)/C=C/c1ccccc1	x	1	u	6%	-10	-5%	-1%
COc1ccc2c(c1)-c1ccccc1S(=O)(=O)N2C	32%[activator]	-1	19%	2%	18	-15%	35%[activator]
COC(=O)C(N)Cc1ccc(O)c(O)c1 (configuration not stated)	x	7	u	1%	3	-3%	-16%
O=[N+]([O-])c1nn(-c2ccc(Cl)cc2)n(O)c1=NCc1ccncc1	-19%	17	2.9µM*	-5%	36	2%	8%
CCOC(=O)CNC(=S)N1CC2C[C@@H](C1)Cn1c2cccc1=O	1%	-2	0%	-6%	-4	-5%	2%
CCOc1cc(N2CCOCC2)c(OCC)cc1NC(=O)COC(=O)[C@H](Cc1c[nH]c2ccccc12)NC(C)=O	8%	-2	x	0%	-17	-11%	-4%
Cc1cccn2c(NC(=O)c3cccs3)c(-c3ccccc3)nc12	u	-6	-3%	0%	-14	-4%	10%
COC(=O)C1CCN(C(=O)CC(NC(=O)C(F)(F)F)c2cccs2)CC1 (configuration not stated)	7%	-3	-18%	2%	-6	30%	-1%
O=C(O)CSCC(=O)Nc1ccccc1SCCS(=O)(=O)c1ccc(Cl)cc1	-7%	-4	3%	7%	-5	-20%	-4%
O=C(CN1C(=O)S/C(=C\C=C\c2ccccc2)C1=O)Nc1ccc(C(=O)O)cc1	-11%	5	-3%	4%	14	-14%	9%
O=C(Cn1c(-c2cscn2)nc2ccccc21)Nc1cc(F)ccc1F	-14%	14	25%	-5%	11	-4%	3%

(listing goes on)
SMILES	Pf growth 96h	Cycloheximide cs	Pf growth 48h	LmPK inhibitor	Shiga toxin inh	TbPYK inhibitor	AMA1-RON2 inh
O=C(NCc1ccco1)c1cc(Cl)nc(Cl)c1	36%[activator]	-4	2%	4%	-5	8%	5%
COC(=O)c1cccc(NC(=O)CCc2ccccc2)c1	-6%	58*	103%[activator]	-6%	57*	-15%	-8%
O=C(CSc1nncc2ccccc12)Nc1ccccc1	-6%	13	u	2%	-7	-2%	-8%
COc1ccc([N+](=O)[O-])cc1NC(=O)CSc1nccc(C)n1	-15%	-5	-2%	1%	-4	-14%	-11%
COc1ccc(OC)c(S(=O)(=O)NC2CCCCNC2=O)c1 (configuration not stated)	1%	-5	3%[0.00184 µM]	-4%	-7	1%	20%
COc1cc(OC)cc(C(=O)N2CCN(C(=O)c3cccnc3)CC2)c1	15µM*	1	u	3%	-10	1%	-8%
COc1ccccc1NC(=O)Nc1ccnn1C1CCN(C(=O)c2cscn2)CC1	u	32*	-16%	9%	29	3%	-4%
CCOC(=O)c1[nH]ncc1CN1CCCC(C(=O)c2ccc(SC)cc2)C1 (configuration not stated)	u	3	u	12%	-5	3%	-16%
CCn1c(SCc2nc(-c3ccccc3)no2)nnc1-c1ccco1	u	10	u	0%	11	-13%	-15%
N#CC1=C(SCC(N)=O)NC2=C(C(=O)c3ccccc32)C1c1ccc(Cl)cc1 (configuration not stated)	57%[activator]	2	-18%	2%	-10	-11%	5%
CCOc1ccc(NC(=O)CNC(=O)c2ccco2)cc1	u	18*	33%[activator]	-1%	16	4%	-1%
Cc1ccccc1OCCC(=O)OCC(=O)Nc1c(F)cccc1F	21%	x	58%[activator]	x	x	2%	-6%
CCC(=O)N1CCc2cc(S(=O)(=O)NC(C(=O)N3CCc4ccccc4C3)C(C)C)ccc21 (configuration not stated)	-1%	-1	u	1%	-12	x	17%
CN(C)CCCNC(NC(=O)/C=C/c1ccccc1)C(Cl)(Cl)Cl (configuration not stated)	u	1	u	-3%	-8	3%	3%
O=C(CN1CCCC1)Nc1cc(C(F)(F)F)cc(C(F)(F)F)c1	14%	-2	3%	-2%	-13	-1%	-2%
COC(=O)COc1ccc(S(=O)(=O)N2CCN(c3ccc(OC)cc3)CC2)cc1	u	-8	-12%	0%	22	0%	4%
COc1cc(C(=O)N/N=C/c2ccc(OC)c(CN3CCN(c4ccc(F)cc4)CC3)c2)ccc1O	-1%	6	u	4%	52	0%	-3%
Cc1ccccc1C(=O)Nc1nnc(-c2ccncc2)o1	-27%	7	-8%	-8%	21	-9%	63%[activator]
CCCCCCN1CC(O)=C(c2ccccc2)C1=N	x	6	-12%	9%	-7	-9%	14%
COc1cccc(N/C=C(\C#N)c2ccc(OCCCF)cc2)c1	-56%	11	x	0%	-5	-6%	6%
O=c1c2c3nc4ccccc4nc3n(/N=C/c3cccs3)c2ncn1-c1ccccc1	u	-4	u	-6%	-7	x	x
O=C(CNC(=O)c1ccncc1)N/N=C/c1cc(Br)ccc1O	-3%	0	0%	-8%	-11	-2%	10%
COc1ccccc1NC(=O)Nc1nc(CC(=O)N2CCN(c3ccccc3OC)CC2)cs1	u	x	u	x	x	1%	-15%
COc1ccc(CCCc2n[nH]c(=S)o2)c(C)c1	23%	-2	24%	5%	-5	u	5%
COc1ccc(CCNC(=O)[C@@H](NC(=O)N2CC(=O)Nc3ccccc32)C(C)C)cc1OC	12µM*	1	-20%	-4%	13	1%	-8%

The list continues:
SMILES	Pf growth 96h	Cycloheximide cs	Pf growth 48h	LmPK inhibitor	Shiga toxin inh	TbPYK inhibitor	AMA1-RON2 inh
Cc1cccc(NS(=O)(=O)c2ccc(C(=O)NCC3CCCO3)cc2)c1C (configuration not stated)	12%	-4	3%	0%	16	-6%	-1%
C=CCNC(=O)CN1CCC(O)(c2ccccc2)CC1	u	-2	28%	-3%	9	-14%	-2%
CC(C)c1ccc(C(C(=O)NC2CCCC2)N(C(=O)c2csnn2)C2CC2)cc1 (configuration not stated)	u	-5	u	-1%	-8	-3%	7%
COc1ccccc1N1CCN(/N=C/c2cc(OC)c(OC)c(OC)c2)CC1	u	9	32%[activator]	1%	15	1%	-32%
CC(C)=CC(=O)Nc1ccc2c(c1)OCO2	x	25*	205%[activator]	u	68*	-23%	-1%
O=C(Nc1ccc(Cl)cc1Cl)C1CCCO1 (configuration not stated)	3%	3	19%	-2%	14	-1%	-7%
CSc1nc2nc(C)c(C/C=C/c3ccccc3)c(=O)n2[nH]1	-14%	-1	-38%[1.15 µM]	2%	-13	4%	-8%
CCCCCCCC/C=C\CCCCCCCC(=O)NCCO	2.6µM*	x	2.9µM*	x	x	-11%	8%
O=C(COc1ccc(F)cc1Br)NCc1ccccn1	89%[activator]	48*	103%[activator]	-4%	61*	-3%	85%[activator]
COc1cccc(C(=O)/C=C/Nc2ccc(NC(C)=O)cc2)c1	12%	42*	95%[activator]	u	60	-18%	-3%[11.6 µM]
Cn1c(CNC(=O)c2ccco2)nnc1SCC(=O)Nc1ccccc1Cl	u	x	0%	x	x	-3%	0%
O=C(COC(=O)c1c[nH]c2ccccc12)Nc1cccc(F)c1	36%[activator]	x	-8%	x	x	6%	-5%
Cc1ccc(N2CC3=C(C2=O)C(c2ccccc2)NC(=O)N3C)cc1 (configuration not stated)	16%	-4	37%[activator]	0%	-7	0%	-1%
CC(C)CCNc1nnnc2c1sc1nc(N3CCOCC3)c3c(c12)CC(C)(C)SC3	x	-3	u	6%	-19	-15%	-2%

Gathered by group, the entries above with an aryl thioether with sulfur outside any ring (nine)
SMILES	Pf growth 96h	Cycloheximide cs	Pf growth 48h	LmPK inhibitor	Shiga toxin inh	TbPYK inhibitor	AMA1-RON2 inh
O=C(CSc1nccn1Cc1ccc(F)cc1)Nc1ccc(F)cc1F	40%[activator]	7	-6%	-6%	-12	0%	-26%
COc1ccc(-c2cc(C(F)(F)F)nc(SCC(=O)NCc3cccs3)n2)cc1	u	7	12µM*	-1%	9	4%	4%
O=C(O)CSCC(=O)Nc1ccccc1SCCS(=O)(=O)c1ccc(Cl)cc1	-7%	-4	3%	7%	-5	-20%	-4%
O=C(CSc1nncc2ccccc12)Nc1ccccc1	-6%	13	u	2%	-7	-2%	-8%
COc1ccc([N+](=O)[O-])cc1NC(=O)CSc1nccc(C)n1	-15%	-5	-2%	1%	-4	-14%	-11%
CCOC(=O)c1[nH]ncc1CN1CCCC(C(=O)c2ccc(SC)cc2)C1 (configuration not stated)	u	3	u	12%	-5	3%	-16%
CCn1c(SCc2nc(-c3ccccc3)no2)nnc1-c1ccco1	u	10	u	0%	11	-13%	-15%
CSc1nc2nc(C)c(C/C=C/c3ccccc3)c(=O)n2[nH]1	-14%	-1	-38%[1.15 µM]	2%	-13	4%	-8%
Cn1c(CNC(=O)c2ccco2)nnc1SCC(=O)Nc1ccccc1Cl	u	x	0%	x	x	-3%	0%

Two entries drawn at random from those above:
SMILES	Pf growth 96h	Cycloheximide cs	Pf growth 48h	LmPK inhibitor	Shiga toxin inh	TbPYK inhibitor	AMA1-RON2 inh
CSc1nc2nc(C)c(C/C=C/c3ccccc3)c(=O)n2[nH]1	-14%	-1	-38%[1.15 µM]	2%	-13	4%	-8%
CCCCCCCC/C=C\CCCCCCCC(=O)NCCO	2.6µM*	x	2.9µM*	x	x	-11%	8%
